Screens from PubChem BioAssay.
D2 PAM: positive allosteric modulators of human D2 dopamine receptor. P14416. HEK293 T-REx D2, calcium flux, EC20 dopamine potentiation. potentiation, % at 10 µM. actives 0.34% (n = 340,000). AID 485347;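 active means potentiation over 3 SD above the plate norm, cut at about 30% in these data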; further: 0% is about no effect
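Tetracycline-induced HEK293 T-REx cells force-coupled to calcium signalling expressed D2; compounds were pin-added after a 10 s baseline, read kinetically 180 s, then an EC20 dopamine challenge followed with a further 180 s calcium read.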
TRHR enhancer: TRH receptor (human) allosteric enhancement | P34981 | TRHR cells, fluo-8 calcium fluorescence, EC20 TRH enhancement | enhancement, % at 2 µM | actives 0.66% (n = 360,000) | AID 493056; in the data active means enhancement above about 30%; further: 0% is about no effect
Target sequence (P34981 whole entry, looked up): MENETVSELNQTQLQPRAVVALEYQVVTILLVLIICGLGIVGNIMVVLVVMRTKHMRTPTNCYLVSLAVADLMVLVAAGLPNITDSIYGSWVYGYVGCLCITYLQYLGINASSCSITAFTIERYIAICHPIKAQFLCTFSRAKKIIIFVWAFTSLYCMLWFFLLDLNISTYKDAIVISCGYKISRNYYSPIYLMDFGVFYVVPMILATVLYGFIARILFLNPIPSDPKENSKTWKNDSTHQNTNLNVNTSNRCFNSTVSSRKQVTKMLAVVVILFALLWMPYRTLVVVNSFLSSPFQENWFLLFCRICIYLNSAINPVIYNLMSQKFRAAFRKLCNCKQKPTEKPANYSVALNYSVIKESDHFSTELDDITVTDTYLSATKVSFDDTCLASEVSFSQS
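TRHR-expressing cells loaded with fluo-8 calcium dye were read kinetically (ex 480/em 530) during compound addition, then stimulated with an EC20 of TRH (10 nM final). Enhancement of the Gq-mediated intracellular calcium response was scored.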
D2 antag: D2 dopamine receptor (human) antagonism; P14416; HEK293 TREx D2 cells, calcium flux, dopamine EC80; inhibition, % at 10 µM; actives 2% (n = 340,000); AID 485344; in the data active means inhibition above about 30%; further: 0% is about no effect
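Tetracycline-induced HEK293 T-REx cells expressing D2 force-coupled to calcium signalling were dye-loaded, exposed to compound for 180 s, then challenged with an EC80 of dopamine; calcium flux was followed kinetically for a further 180 s.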
D1 potentiator: human D1 dopamine receptor positive modulation; P21728; HEK293 TREx D1 cells, calcium flux, dopamine EC20 potentiation; potentiation, % at 10 µM; actives 0.036% (n = 360,000); in the data active means potentiation above about 30%; further: 0% is about no effect
Target sequence (P21728 whole entry, looked up): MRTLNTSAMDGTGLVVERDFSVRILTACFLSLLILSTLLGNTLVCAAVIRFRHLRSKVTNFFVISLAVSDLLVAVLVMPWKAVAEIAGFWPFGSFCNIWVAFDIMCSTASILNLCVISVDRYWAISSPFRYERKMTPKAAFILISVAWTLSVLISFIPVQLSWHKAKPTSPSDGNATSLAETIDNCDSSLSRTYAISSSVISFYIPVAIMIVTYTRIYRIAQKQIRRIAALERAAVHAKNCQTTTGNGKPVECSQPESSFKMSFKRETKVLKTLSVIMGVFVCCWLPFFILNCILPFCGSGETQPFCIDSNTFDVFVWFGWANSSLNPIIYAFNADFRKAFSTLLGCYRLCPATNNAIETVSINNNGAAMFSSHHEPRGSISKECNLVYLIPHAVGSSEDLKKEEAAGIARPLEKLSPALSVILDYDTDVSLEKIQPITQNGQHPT
D1 antag: blocks dopamine activation of the human D1 receptor. P21728. HEK293 TREx D1 cells, calcium flux, dopamine EC80; stronger effect = lower value. activity change, negative = inhibition, % at 10 µM. actives 3.2% (n = 360,000); in the data active means activity change below about -30%; further: on the % scale 0 is the no-effect control and ±100 the full control effect
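Antagonism measured as reduced calcium response to an EC80 dopamine addition following 180 s compound pre-read; cells were inducible HEK293 Trex D1 plated overnight at 30 C, read kinetically at 1 cycle/sec.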
D2 agonist: D2 dopamine receptor (human) agonism; HEK293 T-REx D2 cells, calcium flux agonist mode; AID 485358; P14416; actives 0.53% (n = 340,000); activation, % at 2 µM;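 active means activation over 3 SD above normal in the single-dose calcium agonist read, cut at about 30% in these data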; further: 0% is about no effect
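Agonism scored from kinetic calcium signal (1 read/sec, 180 s) following compound pin transfer, after a 10 s baseline. Cells: HEK293 Trex line expressing inducible D2 receptor coupled to calcium, dye-loaded after overnight culture at 30 C.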
TRHR ag: activates the human TRH receptor; actives 0.18% (n = 360,000); P34981; AID 493084; TRHR cells, calcium flux fluo-8, FDSS agonist mode; activation, % at 2 µM; further: 0% is about no effect
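Agonist-mode FDSS calcium read (Ex 480/Em 530, 1 s cycles) in 1536-well TRHR cells with fluo-8 dye, after 10-cycle baseline and 23 nL compound addition; TRH at EC20 (10 nM final) added afterwards for the enhancer phase.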
RXFP1 antagonist: RXFP1 (human) relaxin receptor antagonism; actives 0.59% (n = 350,000); AID 1259400; activity change, negative = inhibition, % at 57.5 µM; Q9HBX9; HEK293-RXFP1, relaxin-stimulated cAMP HTRF, 30 min; stronger effect = lower value;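 active means activity change of -60% or lower, but not beyond a set lower limit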; further: on the % scale 0 is the no-effect control and ±100 the full control effect
D1 ag: agonists of human D1 dopamine receptor; P21728; HEK293 T-REx D1 cells, calcium flux, agonist mode; activation, % at 2 µM; actives 1% (n = 360,000); AID 504660; further: 0% is about no effect
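Agonism was scored from calcium flux recorded over 180 s (1 read/s) after pintool compound addition, following a 10-cycle baseline. Cells were inducible force-coupled HEK293 TREx D1, plated overnight at 30 C and loaded with no-wash calcium dye.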
* = called active by the depositor; · = not tested or not shown. Unless noted, no stated cut-off is given here; in the data, active means activation above about 30%; inactive means the rest.

1	CCCc1nc2ccccc2n2c(-c3ccc(C)cc3)c3c(=O)n(C)c(=O)n(C)c3c12
2	CC(C)Cn1c(SC(C)C(=O)Nc2ccc3c(c2)OCCO3)nc2ccccc2c1=O (stereo unspecified)
3	CC(=O)c1cccc(NC(=O)Oc2ccccc2)c1
4	COCC1CCN(Cc2cn[nH]c2-c2ccc(OC)c(F)c2)C1 (stereo unspecified)
5	COc1ccc(C(=O)Nc2nc3n(n2)C(c2ccccc2)C=C(c2ccccc2)N3)cc1 (stereo unspecified)
6	COc1ccccc1Nc1nc(N)nc(CN2CCCCC2)n1
assay / compound	1	2	3	4	5	6
D1 potentiator	-2.2	2.5	2.2	-0.3	-4.5	-1.9
D2 PAM	-1.7	5.9	·	-6.0	-4.2	-0.2
D2 antag	·	-2.4	·	7.3	·	25.2
D1 antag	13.2	8.0	-3.1	1.3	-13.2	0.6
TRHR ag	-0.1	0.5	-0.3	0.2	14.1	0.1
D1 ag	1.9	1.2	5.3	1.6	31.9*	2.8
RXFP1 antagonist	-12.3	-2.6	-1.3	-3.4	4.1	3.3
TRHR enhancer	2.7	-3.1	-5.1	-1.1	-4.1	2.0
D2 agonist	-0.8	0.3	·	-1.0	2.2	0.1

Fetched by structure from the list above (4):
4	COCC1CCN(Cc2cn[nH]c2-c2ccc(OC)c(F)c2)C1 (stereo unspecified)
6	COc1ccccc1Nc1nc(N)nc(CN2CCCCC2)n1
2	CC(C)Cn1c(SC(C)C(=O)Nc2ccc3c(c2)OCCO3)nc2ccccc2c1=O (stereo unspecified)
3	CC(=O)c1cccc(NC(=O)Oc2ccccc2)c1
assay / compound	4	6	2	3
D1 potentiator	-0.3	-1.9	2.5	2.2
D2 PAM	-6.0	-0.2	5.9	·
D2 antag	7.3	25.2	-2.4	·
D1 antag	1.3	0.6	8.0	-3.1
TRHR ag	0.2	0.1	0.5	-0.3
D1 ag	1.6	2.8	1.2	5.3
RXFP1 antagonist	-3.4	3.3	-2.6	-1.3
TRHR enhancer	-1.1	2.0	-3.1	-5.1
D2 agonist	-1.0	0.1	0.3	·

Continued.
7	CCCCNC(=O)[C@H]1C[C@H]1[C@@H](O)[C@H](CO)NC(=O)[C@H](CC(C)C)NC(=O)OC(C)(C)C
8	CCC(=O)Nc1cc(-c2nn(C)c(=O)c3ccccc23)ccc1N1CCCCC1
9	CN1C(=O)C(O)(CC(=O)c2ccc(F)cc2)c2cc(Br)ccc21 (stereo unspecified)
10	CC(C)Cn1c(SCC(=O)N2CCCc3ccccc32)nc2ccccc2c1=O
11	FC(F)Oc1ccc(NC(=S)NCc2cccnc2)cc1
12	O=C1C2CCCN2C(=O)N1CCCCN1CCN(c2cccc(Cl)c2)CC1 (stereo unspecified)
assay / compound	7	8	9	10	11	12
D1 potentiator	-2.1	-1.4	0.1	0.1	5.7	-4.2
D2 PAM	9.7	3.4	1.0	13.5	-2.7	-19.1
D2 antag	11.2	-10.3	0.3	1.3	-13.8	79.6*
D1 antag	6.1	-2.1	5.3	31.5	-3.4	-21.5
TRHR ag	0.8	-0.3	0.2	0.2	0.0	-0.6
D1 ag	0.7	5.4	-0.2	5.0	4.6	3.4
RXFP1 antagonist	·	10.2	·	-9.7	2.5	·
TRHR enhancer	4.4	0.9	-3.3	4.3	4.3	1.4
D2 agonist	0.6	0.7	0.8	1.6	0.6	65.8*

13	Cc1nnc(SCC(=O)N(C(C)C)C(C)C)nc1C
14	O=C(COc1cc(Cl)ccc1Cl)Nc1nnc(CC(=O)N2CCOCC2)s1
15	CCN(CC)c1ccc(NC(=O)CCN2C(=O)c3ccccc3S2(=O)=O)c(C)c1
16	C=CCNC(=O)/C(C#N)=C/c1ccc(OS(=O)(=O)c2ccc(C)cc2)c(OC)c1
17	COc1ccc(OC)c(-c2noc(CSc3nnc(Cc4ccccc4)n3-c3cccc(C)c3)n2)c1
18	CN(C)S(=O)(=O)c1cccc(C(=O)OCC(=O)N2c3ccccc3NC(=O)C2(C)C)c1
assay / compound	13	14	15	16	17	18
D1 potentiator	-6.5	-1.1	5.7	-7.6	0.5	-5.8
D2 PAM	0.2	14.2	-0.3	7.5	-4.5	-4.1
D2 antag	1.9	-13.1	2.2	14.2	·	-6.4
D1 antag	1.0	-21.8	-24.3	-6.7	-6.9	-2.7
TRHR ag	0.0	-0.1	-0.4	0.2	-0.2	0.3
D1 ag	0.5	2.6	4.3	4.3	10.8	0.2
RXFP1 antagonist	3.2	-0.5	-24.7	-60.9*	-25.9	7.5
TRHR enhancer	1.6	-0.4	3.7	-11.7	-9.2	-4.0
D2 agonist	-2.1	0.0	-0.1	1.2	-0.2	-0.1

19	Cc1ccc(NC(=S)Nc2ccc(S(=O)(=O)Nc3ncccn3)cc2)cc1Cl
20	CN(CC(=O)Nc1ccc(F)cc1[N+](=O)[O-])Cc1ccccc1
21	Cc1cccc(NC(=O)C2CC(=O)N/C(=N/N=C/c3ccco3)S2)c1 (stereo unspecified)
22	COc1cccc(NC(=O)C2CCN(S(=O)(=O)c3ccc4[nH]c(=O)ccc4c3)CC2)c1
23	Cc1ccc(CSCc2ccc(C(=O)O)o2)cc1
24	Oc1ccc2ccccc2c1/C=N/c1nccs1
assay / compound	19	20	21	22	23	24
D1 potentiator	-2.9	0.3	-1.9	5.1	0.8	-3.8
D2 PAM	8.0	4.9	5.4	-11.8	4.9	-12.9
D2 antag	14.3	1.6	-3.0	12.0	16.5	-7.4
D1 antag	-18.5	8.9	-19.5	-16.9	1.3	-8.7
TRHR ag	0.4	0.4	0.1	0.3	0.3	-0.9
D1 ag	8.0	6.0	0.9	5.0	0.3	9.2
RXFP1 antagonist	·	-9.7	·	-4.7	11.3	-2.8
TRHR enhancer	12.8	0.0	-7.0	-1.6	-0.7	-0.8
D2 agonist	0.3	-0.6	0.9	-0.7	0.2	0.6

25	CCN1CCN(c2nc3c(C)cccn3c(=O)c2/C=C(\C#N)S(=O)(=O)c2ccc(Cl)cc2)CC1
26	Cc1occc1-c1nnc(SCC(=O)N2CC(=O)Nc3ccccc32)n1CC(C)C
27	O=C(CSc1n[nH]c(=O)n1C1CC1)c1ccc(F)cc1
28	CNC(=O)C1CCC(Cn2c(=O)c3sccc3n(CC(=O)NCc3ccc(C)cc3)c2=O)CC1 (stereo unspecified)
29	CCOc1ccc(-c2[nH]ncc2-c2csc(C)n2)c(O)c1
30	CC1CCCN(C(=O)C23CCC(C)(C(=O)C2)C3(C)C)C1 (stereo unspecified)
assay / compound	25	26	27	28	29	30
D1 potentiator	-2.6	0.4	-2.2	0.1	3.3	0.9
D2 PAM	-4.5	-0.7	-0.3	-5.7	6.7	·
D2 antag	12.7	-12.6	-7.0	·	3.2	·
D1 antag	-3.8	-15.8	-8.6	9.4	-8.5	1.9
TRHR ag	2.0	-0.1	-0.3	0.2	0.1	-0.2
D1 ag	15.7	-0.8	5.3	1.8	6.0	0.4
RXFP1 antagonist	-5.7	-1.9	-2.2	-16.1	-1.8	29.8
TRHR enhancer	0.9	-7.4	7.0	6.0	1.9	-3.6
D2 agonist	12.7	0.9	-0.7	0.6	-0.2	·

31	COc1ccc(C2CC(c3ccccc3)=NN2c2ccc(N)cc2)cc1 (stereo unspecified)
32	COc1ccc(CCNC(=O)CCC(=O)N2CC(C)Oc3ccccc32)cc1OC (stereo unspecified)
33	CCSC1=C(C#N)C(c2ccccc2Cl)CC(=O)N1 (stereo unspecified)
34	COc1ccc(Cl)cc1S(=O)(=O)N(C)CC(=O)NCc1ccc2c(c1)OCO2
35	CCNc1nc(NCC)n2c(SCC(=O)Nc3ccc(C(F)(F)F)cc3[N+](=O)[O-])nnc2n1
36	CN(C)S(=O)(=O)c1ccc(C(=O)Nc2nc3ccccc3[nH]2)cc1
assay / compound	31	32	33	34	35	36
D1 potentiator	-3.2	-8.2	1.8	6.2	1.6	-4.5
D2 PAM	1.0	-1.1	-4.8	-7.1	12.7	6.8
D2 antag	-12.0	-9.3	8.7	-8.1	-3.9	-15.4
D1 antag	-30.4*	2.4	1.2	-0.1	-1.8	2.4
TRHR ag	0.8	-0.3	-0.1	-0.4	-0.8	-0.5
D1 ag	8.3	3.9	0.2	1.9	1.5	2.5
RXFP1 antagonist	-2.4	9.0	2.2	5.6	2.4	-4.1
TRHR enhancer	-1.2	2.6	-9.0	-1.0	7.8	5.1
D2 agonist	-0.4	-0.4	0.8	-0.8	-2.2	2.3

37	CCOC(=O)N1CCN(C(=O)COCc2cc(-c3ccc4c(c3)OCO4)on2)CC1
38	O=C(NNC(=O)c1cccs1)c1ccc([N+](=O)[O-])cc1
39	FC(F)(F)C1=CC(c2ccccc2)=NCCN1
40	COc1ccc(C(=O)c2nc3c(n2O)CCCCC3)cc1
41	CCOc1ccc(C(=O)Nc2cccc(-n3cnnn3)c2)cc1OCC
42	CSc1nc(-c2ccccc2)nc(NC(C)=O)c1C(C)=O
43	O=C(Cc1coc2ccc3ccccc3c12)NCc1cccs1
44	O=[N+]([O-])c1ccc2c(c1)C=C1CCCCC1(N1CCCCC1)O2 (stereo unspecified)
assay / compound	37	38	39	40	41	42	43	44
D1 potentiator	-3.2	-0.1	-11.5	-0.1	5.2	2.0	0.2	-5.2
D2 PAM	-3.2	2.1	·	13.6	6.7	-3.7	3.6	2.5
D2 antag	-2.2	61.3*	·	7.9	8.5	-27.9	-0.9	-8.3
D1 antag	-5.5	0.8	-5.9	5.1	13.3	21.2	15.1	-27.5
TRHR ag	-0.1	-0.9	-0.3	-0.3	-0.1	-1.0	-0.8	0.3
D1 ag	7.5	8.5	11.4	-0.9	-2.0	-2.9	1.0	0.6
RXFP1 antagonist	0.9	-6.0	-13.7	-3.7	-24.5	-8.9	-12.8	-12.0
TRHR enhancer	0.6	-4.3	9.7	-8.5	1.7	-4.0	0.9	2.6
D2 agonist	0.4	1.0	·	0.4	-0.1	-0.2	-0.9	0.3
